aSyn yeast inh = qHTS of alpha-syn Inhibitors; Yeast expressing alpha-synuclein, growth rescue, BacTiter-Glo, 24 h; Potency, µM (doses to about 46.1 µM), for inactives: at the top dose growth rescue (activation), hits mostly activators; 370,000 tested, 0.14% active; further: % of control where 0% means no effect; nearly all actives have a fitted effect of over 65% in size
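Readout is rescue of growth in alpha-synuclein-expressing yeast, so inhibitors of toxicity appear as activators. Growth after 24 hr at 30 deg C in galactose medium is quantified by luminescence.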
EPAC2 ag = qHTS for Agonist of cAMP-regulated guanine nucleotide exchange factor 4 (EPAC2): primary screen; 360,000 tested, 0.079% active; EPAC2 activation, biochemical qHTS; response scale: 100% = 6.5 mM cAMP response; Potency, µM (doses to about 154 µM), without a hit: at the top dose activation, usual class: activators; AID 720711, 2013; further: nearly all actives have a fitted effect of over 50% in size
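Fluorescence exchange assay: 100 nM EPAC2 with 250 nM RAP1B-BODIPY-GDP and 50 uM GDP; compounds tested as a concentration-titration series (qHTS). Loss of Rap1-bound BODIPY-GDP fluorescence read at 480/540 nm; data normalized to 6.5 mM cAMP.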
TDP43 rescue = qHTS of TDP-43 Inhibitors. 410,000 tested, 1.8% active. TDP-43 expressing yeast growth rescue, BacTiter-Glo, 24 h. Potency, µM (top dose mostly 46.1 µM), for the others: at the top dose growth rescue (activation), hits mostly activators; further: % of control where 0% means no effect; nearly all actives have a fitted effect of over 50% in size
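Yeast expressing TDP-43 (pregrown in raffinose, seeded at OD600=0.02 in galactose medium) exposed to compounds 24 hr at 30 deg C. Growth read by BacTiter-Glo luminescence; rescue of toxicity appears as increased signal.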
PTHR1 agonist = qHTS for PTHR1 Agonists: Primary Screen; HEK293 GP2 PTHR1 cells, GloSensor cAMP luminescence, 1 h; Potency, µM (titrated, usually from 115 µM), for the others: at the top dose activation, actives largely listed as activators; AID 743266, 2014; Parathyroid hormone/parathyroid hormone-related peptide receptor (Homo sapiens), Q03431; 410,000 tested, 0.075% active; further: nearly all actives have a fitted effect of over 55% in size; some results filed as inactive show a strong effect at the top dose; inactives centre near -15; many of its hits are not listed in these tables
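HEK-293-derived GP2 cells expressing PTHR1 and a GloSensor cAMP reporter, 3,000/well, plated overnight, given luciferin plus IBMX (each 0.5 mM as added) for 1 h at 37 °C, then compound for 1 h at 37 °C. Luminescence was read after 15 min at room temperature.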
EPAC2 antag = qHTS for Antagonist of cAMP-regulated guanine nucleotide exchange factor 2 (EPAC2): primary screen | EPAC2 GEF exchange of Rap1B-BODIPY-GDP, fluorescence | Potency, µM (highest dose often 114 µM), inactives show top-dose activity, negative = inhibition, most hits filed as inhibitors | 360,000 tested, 0.18% active; further: on the % scale 0 is the no-effect control and ±100 the full control effect; nearly all actives have a fitted effect of over 45% in size; many of its hits are not listed in these tables
EPAC1 agonist = qHTS for Agonist of cAMP-regulated guanine nucleotide exchange factor 3 (EPAC1): primary screen; Rap guanine nucleotide exchange factor 3 (Homo sapiens), O95398; EPAC1 agonist qHTS, biochemical assay; response scale: 100% = response to 6.5 mM cAMP; Potency, µM (highest dose often 154 µM), inactives show at the highest dose activation, usual class: activators; 360,000 tested, 0.073% active; further: nearly all actives have a fitted effect of over 60% in size
Target sequence (O95398 whole entry, looked up): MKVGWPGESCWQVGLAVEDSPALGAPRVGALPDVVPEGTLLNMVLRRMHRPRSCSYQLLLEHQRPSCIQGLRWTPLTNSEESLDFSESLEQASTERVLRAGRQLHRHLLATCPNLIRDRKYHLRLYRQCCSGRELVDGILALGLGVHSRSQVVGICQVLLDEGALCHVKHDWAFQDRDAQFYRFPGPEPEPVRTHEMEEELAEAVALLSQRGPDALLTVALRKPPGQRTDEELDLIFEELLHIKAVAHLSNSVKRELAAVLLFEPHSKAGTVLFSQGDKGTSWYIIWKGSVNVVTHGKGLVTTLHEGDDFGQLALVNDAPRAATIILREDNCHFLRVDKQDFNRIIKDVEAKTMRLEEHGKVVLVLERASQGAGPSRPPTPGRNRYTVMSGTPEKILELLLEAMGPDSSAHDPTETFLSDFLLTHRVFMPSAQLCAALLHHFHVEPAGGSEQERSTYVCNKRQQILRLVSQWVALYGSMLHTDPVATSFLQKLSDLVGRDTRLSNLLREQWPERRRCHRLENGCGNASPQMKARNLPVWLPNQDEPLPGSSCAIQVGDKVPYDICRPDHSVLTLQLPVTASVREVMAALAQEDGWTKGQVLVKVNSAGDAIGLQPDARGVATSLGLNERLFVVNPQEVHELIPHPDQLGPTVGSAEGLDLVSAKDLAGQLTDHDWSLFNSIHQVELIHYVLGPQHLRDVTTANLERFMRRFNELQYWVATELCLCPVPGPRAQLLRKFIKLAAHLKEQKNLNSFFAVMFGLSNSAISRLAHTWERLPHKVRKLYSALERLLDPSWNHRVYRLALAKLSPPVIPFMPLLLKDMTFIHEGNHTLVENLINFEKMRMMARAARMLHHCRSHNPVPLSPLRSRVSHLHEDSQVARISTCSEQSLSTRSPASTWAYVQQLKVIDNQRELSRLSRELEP
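Multi-concentration qHTS readout: loss of Rap1B-bound BODIPY-GDP fluorescence driven by 100 nM EPAC1 with excess GDP (50 uM), monitored kinetically at room temperature; agonist response expressed relative to 6.5 mM cAMP.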
FUS suppressor = qHTS for Suppressors of FUS Proteinopathy: Primary screen using FUS-linked yeast assay; AID 1347120, 2019; S. cerevisiae FUS-expressing, growth rescue, OD600, 24 h; Potency, µM (titrated, usually from 76.6 µM), inactives show top-dose growth rescue (activation), actives largely listed as activators; 390,000 tested, 0.24% active;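 further: plate controls were DMSO vehicle for no effect and reference control for full effect; nearly all actives have a fitted effect of over 55% in size; some results filed as inactive show a strong effect at the top dose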
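Galactose (2%) drives FUS expression in yeast precultured in raffinose; seeding density OD 0.005. Test compounds incubated 24hr at 30C and 99% humidity before absorbance at 600 nm was measured.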
EPAC1 antagonist = qHTS for Antagonist of cAMP-regulated guanine nucleotide exchange factor 3 (EPAC1): primary screen. Rap guanine nucleotide exchange factor 3 (Homo sapiens), O95398. EPAC1 GEF assay, Rap1b-BODIPY-GDP exchange fluorescence. Potency, µM (highest dose often 115 µM), without a hit: at the top dose activity change, negative = inhibition, hits mostly inhibitors. 360,000 tested, 0.14% active. AID 720709, 2013;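 further: plate controls were vehicle for no effect and positive control for full effect; nearly all actives have a fitted effect of over 50% in size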
The depositor's hits bear a star; i = inactive; ? = inconclusive; . = no result given; & = joins results of further samples; [ ] = dose if it differs, or a comment. The call rests on the fitted dose curve; in most records, active means well fitted curve in the direction sought with a large enough effect; inconclusive means small, poorly fitted or top-dose-only effect, or another doubt; inactive means no such curve, though single readings can be large; an effect the other way counts as inactive or inconclusive. Potency means the concentration at half of the fitted maximal effect.

The first 2 entries, ahead of the listing:
SMILES	aSyn yeast inh	EPAC2 ag	TDP43 rescue	PTHR1 agonist	EPAC2 antag	EPAC1 agonist	FUS suppressor	EPAC1 antagonist
COc1ccc(-c2csc(Nc3ccc(S(N)(=O)=O)cc3)n2)cc1	.	17%	-1%	-8%	9%	0%	?	10%
O=C(Nc1ccc(Cl)c(Cl)c1)C1C2C=CC3(O2)C1C(=O)N(CCN1CCCCC1)C3C(=O)NC1CCCCC1 (centres undefined)	-1%	5%	1%	-8%	3%	1%	20%	2%

The listing, previewed entries included:
SMILES	aSyn yeast inh	EPAC2 ag	TDP43 rescue	PTHR1 agonist	EPAC2 antag	EPAC1 agonist	FUS suppressor	EPAC1 antagonist
COc1ccc(-c2csc(Nc3ccc(S(N)(=O)=O)cc3)n2)cc1	.	17%	-1%	-8%	9%	0%	?	10%
O=C(Nc1ccc(Cl)c(Cl)c1)C1C2C=CC3(O2)C1C(=O)N(CCN1CCCCC1)C3C(=O)NC1CCCCC1 (centres undefined)	-1%	5%	1%	-8%	3%	1%	20%	2%
COc1ccc(-c2cc(=O)[nH]c(=O)[nH]2)cc1	-3%	15%	8%	0%[57.5 µM]	-5%	14%	8%	9%
O=C(OCC(=O)N1CCN(c2ccccc2)CC1)c1ccccc1NCCO	11%	2%	-19%	i	-7%	-3%	14%	0%
O=[N+]([O-])c1ccc(CN2CC(N3CCC(c4ccccc4)CC3)CS2(=O)=O)cc1 (centres undefined)	28%	13%	25µM*	-81%[inhibitor]	-4%	20%	10%	-10%
CCCCn1c(N)c(N(CCOC)C(=O)c2cc(C)oc2C)c(=O)[nH]c1=O	0%	0%	7%	-18%	8%	-5%	-5%	11%
COc1ccc(-c2cc(C(F)F)n3ncc(C(=O)N4CCN(C(=O)c5ccco5)CC4)c3n2)cc1	-1%	-11%	21%	-5%	-9%	-11%	33%	-1%
CCSc1nc(C)nc2c1oc1ccccc12	-8%	-83%[inhibitor][15.6 µM]	7%	i	1%	3%	-26%	12%
CN1C(=O)c2ccc(C(=O)NCc3ccccn3)cc2C1=O	6%	-2%	-2%	-18%	10%	-7%	-18%	5%
O=C(c1cccnc1Nc1ccccc1F)N1CCOCC1	0%	6%	-17%	-31%[inhibitor]	-3%	1%	-4%	-3%
COc1cccc(OCc2cc(C(=O)N3CCN(c4ccccc4O)CC3)no2)c1	2%	13%	?	-51%[inhibitor]	1%	-5%	4%	-14%
C=C(C)c1cccc(C(C)(C)NC(=O)N2CCN(CC(N)=O)CC2)c1	-1%	9%	4%	-7%	-4%	5%	-1%	2%
COc1cc(CNC(=O)c2cc(-c3cc(F)ccc3OCC3CCCO3)n[nH]2)cc(OC)c1 (centres undefined)	-4%	3%	17%	16%	10%	-2%	-6%	-5%
O=C(Nc1ccc2c(c1)OCCO2)C1c2ccccc2OCC(=O)N1Cc1ccccc1 (centres undefined)	-1%	7%	25%	16%	0%	-11%	12%	-8%
O=C(NNC(=O)c1ccc(Br)s1)c1ccc(F)c(S(=O)(=O)N2CCOCC2)c1	1%	5%	7%	-23%	12%	8%	-5%	-28%

Looked up above.
C=C(C)c1cccc(C(C)(C)NC(=O)N2CCN(CC(N)=O)CC2)c1 @ EPAC2 antag: -4%
COc1ccc(-c2cc(=O)[nH]c(=O)[nH]2)cc1 @ TDP43 rescue: 8%

Additional structures.
SMILES	aSyn yeast inh	EPAC2 ag	TDP43 rescue	PTHR1 agonist	EPAC2 antag	EPAC1 agonist	FUS suppressor	EPAC1 antagonist
CCOCc1cc(CN2CCC(n3nccc3NC(=O)C3CC3)CC2)ccc1OC	3%	-5%	6%	i	-3%	13%	.	4%
Cc1ccc(Cl)cc1NC(=O)c1cc(S(=O)(=O)N2CCOCC2)cn1C	5%	4%	1%&18%	-18%&-3%	-15%	-24%	-17%&-11%	-27%
CCCCCCCCCCCCCCCC(=O)NCCc1c[nH]c2ccccc12	0%	-11%	8%	i	-15%	-8%	-10%	-7%
CCOC(=O)C1CCN(CC(=O)N(CC(C)C)c2c(N)n(CC(C)C)c(=O)[nH]c2=O)CC1	-5%	1%	16%	?	3%	-9%	-50%	-7%
COc1ccc2oc(C(=O)OCC(=O)NCCc3ccc(S(N)(=O)=O)cc3)c(C)c2c1	-6%	-1%	-7%	-79%[inhibitor]	1%	-16%	0%	-31%
O=C(Nc1cccnc1)C(Cc1ccccc1)n1cccc1 (centres undefined)	18%	-1%	-22%	-18%	29%	-22%	-40%	-18%
O=C(COc1ncnc2sccc12)N1CCN(S(=O)(=O)c2ccc(Cl)cc2)CC1	1%	4%	-19%	i	-6%	3%	?	-12%
O=C(O)CS(=O)CC(=O)Nc1cccc(C(F)(F)F)c1 (centres undefined)	-18%	8%	-24%	i	5%	3%	23%	-9%
CC1Cc2ccccc2N1S(=O)(=O)c1cccc(C(=O)N2CCCCC2)c1 (centres undefined)	-1%	6%	-13%	-17%	3%	-1%	46%	4%
S=C(NCCCc1ccccc1)Nc1ccc(Br)cc1	-35%[inhibitor]	5%	?	-24%	-1%	-1%	5%	-12%
CCOc1ccc(-c2nnc(SCC(=O)N3CCOCC3)o2)cc1	-9%	16%	-5%	-7%	10%	7%	-13%	-1%
Cc1c(Cc2ccc3c(c2)OCO3)sc(NC(=O)C2CC2)c1C(N)=O	0%	-1%	-9%	-32%[inhibitor]	8%	3%	37%	10%
COc1ccc2nc(C)cc(SCC(=O)N3CCCCC3)c2c1	0%	5%	16%	-22%	-1%	-5%	-15%	1%
O=S(=O)(c1cccc(C(F)(F)F)c1)N1CCN(S(=O)(=O)c2ccc3c(c2)OCCO3)CC1	.	-7%	.	-18%	-9%	-11%	-12%	7%
O=C(O)c1cnn2c(C(F)(F)F)cc(-c3ccco3)nc12	7%	-2%	?	i	12%	-3%	27%	12%
COc1ccc(C(=O)Nc2ccc(NC(=O)c3cccc(OC)c3)cn2)cc1	-3%	-4%	-1%	i	-17%	-6%	21%	2%
CC(C)(C)NC(=O)NC(=O)COC(=O)c1ccc(OC(F)(F)F)cc1	?	-15%	17%	-32%	-21%	-25%	8%	-30%
NCCOc1ccc(C23CC4CC(CC(C4)C2)C3)cc1	-20%	11%	1%	-41%[inhibitor]	3%	10%	-11%	-12%
COc1ccc(N2CC(O)=C(c3nc(-c4ccc(Cl)cc4)cs3)C2=N)cc1	-3%	8%	12%	-25%	2%	2%	-15%	-1%
OCC[C@H]1C[C@@H](O)[C@H](O)[C@@]2(OCc3ccccc32)O1	0%	3%	21%	-16%	1%	-9%	-40%	-8%
[N-]=[N+]=CC(=O)C(O)(c1ccccc1)C(Cl)c1ccccc1 (centres undefined)	-7%	8%	10%	i	-18%	12%	11%	0%
C=CCNC(=S)NCC=C	8%	5%	6%	-23%	2%	2%	-23%	-2%
CCC(=O)Nc1cc(NC(=O)CSc2nnc(C(C)C)n2CC)ccc1C	-9%	-6%	-6%	-11%	2%	-11%	2%	2%
CCOC(=O)c1sc2nc(C3CC3)cc(-c3ccc(OC)cc3)c2c1N	5%	3%	7%	i	8%	-5%	10%	9%
CC(Oc1ccccc1)C(=O)N1CCN(S(=O)(=O)c2ccc(OC(F)(F)F)cc2)CC1 (centres undefined)	8%	8%	10%	i	-6%	-17%	?	6%
CNC(=O)C[C@H]1C(=O)N(C2CCCCC2)C[C@@H]1CSC	0%	9%	0%	-10%	6%	-2%	-30%	8%
CSc1nnc2c(n1)OC=Nc1ccc(Br)cc1-2	2%	-11%	-6%	i	2%	0%	10%	14%
COc1ccc(Cc2nnc(NC(=O)CSc3ccccc3)s2)cc1OC	-4%	-11%	7%	-11%	2%	-10%	-8%	7%
Cc1ccc(NC(=O)COC(=O)C2CCC(=O)N2)c(S(=O)(=O)N2CCOCC2)c1 (centres undefined)	1%	3%	-7%	18%	-6%	3%	52%	-16%
CC1CCCC(NC(=O)CCCn2ncn3c(cc4occc43)c2=O)C1C (centres undefined)	2%	10%	25%	-9%	-2%	14%	0%	8%
O=C(Nc1ccc(Cl)c(Cl)c1)N1CCSCC1	-1%	2%	13µM*	i	9%	-11%	-2%	6%
CCOc1ccc(C(c2c(C)[nH][nH]c2=O)c2c(C)[nH][nH]c2=O)cc1OC	-5%	11%	-6%	i	1%	-3%	-5%	-11%
O=C(COc1ccc(-n2cnnn2)cc1)Nc1ccc(F)cc1	-1%	-5%	6%	-25%	8%	5%	.	4%
N/C(=N\NC(=O)c1cccs1)c1cc2ccccc2oc1=O	-5%	7%	-16%	i	-1%	-1%	18%	-8%
COc1ccc(NS(=O)(=O)c2cccc(C(=O)N/N=C/c3ccc(O)cc3)c2)cc1	-8%	4%	4%[9.22 µM]	-26%	-9%	1%	41%	?
COc1ccc(C(=O)OCC(=O)Nc2c(C)n(C)n(-c3ccccc3)c2=O)cc1OC	-8%	1%	9%	i	0%	-6%	7%	12%
Oc1ccc(Br)cc1/C=N/Nc1ncc(-c2ccccc2)cn1	6%	10%	5%	-23%	9%	-7%	9%	19%
O=S(=O)(c1ccc(Sc2nnc3ccccn23)nc1)N1CCOCC1	-14%	-1%	13%	i	5%	-5%	4%	-6%
Cc1ccc(S(=O)(=O)c2nc(S(C)(=O)=O)sc2N2CCOCC2)cc1	4%	1%	0%	i	-7%	18%	-1%	7%
O=C(/C=C/c1cccnc1)c1ccc(F)c(F)c1	-10%	3%	-20%	-82%[inhibitor]	-2%	0%	18%	-7%
Cc1ccc2c(c1)C(SCC(=O)NCCc1ccccc1)CC1(CCCC1)O2 (centres undefined)	0%	0%	3%	-85%[inhibitor]	?	-3%	-16%	?
O=c1cc(Cn2ccnc2)c2cc(O)ccc2o1	-4%	-2%	1%	-41%[inhibitor]	4%	-5%	-14%	20%

Single records, from the list above:
`CSc1nnc2c(n1)OC=Nc1ccc(Br)cc1-2` reads aSyn yeast inh: 2%; EPAC2 ag: -11%; TDP43 rescue: -6%; PTHR1 agonist: i; EPAC2 antag: 2%; EPAC1 agonist: 0%; FUS suppressor: 10%; EPAC1 antagonist: 14%
`CCCCn1c(N)c(N(CCOC)C(=O)c2cc(C)oc2C)c(=O)[nH]c1=O` reads aSyn yeast inh: 0%; EPAC2 ag: 0%; TDP43 rescue: 7%; PTHR1 agonist: -18%; EPAC2 antag: 8%; EPAC1 agonist: -5%; FUS suppressor: -5%; EPAC1 antagonist: 11%

This is a subset; count on the stated rates, not on these rows.
